XBP1 UPR activ – activators of adaptive arm of unfolded protein response (XBP1). CHO-XBP1 luciferase reporter, IRE1-XBP1 UPR activation, luminescence; percent of tunicamycin response, DMSO as zero. activation, % at 20 µM. hit rate 0.33% among 330,000;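 active = versus positive control, 20 µM dose yields 30% or more activation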;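 note: 100% = tunicamycin at 10 µg/mL and 0% = DMSO only wells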
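Assay system: IRE1-XBP1 luciferase reporter CHO line. Input: 1000 cells/well. Buffer or medium: F12 with 10% serum. Doses: 20 µM, 1% DMSO. Times: overnight seeding at 37 °C, 6 h compound treatment at 37 °C. Technique: Steady-Glo luciferase glow luminescence, 10 min after reagent addition.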
Jurkat NFkB inh – inhibitors of the PMA/ionomycin-induced NF-kB reporter in Jurkat cells; hit rate 0.53% among 330,000; PMA/ionomycin-induced NF-kB luciferase reporter, luminescence; inhibition, % at 4 µM; in the data active = inhibition above about 50%
EBI2 block – blocks human EBI2 receptor beta-arrestin signaling. P32249. EBI2 beta-arrestin recruitment, luminescence, 7a,25-OHC stimulated. inhibition, % at 5 µM. hit rate 0.81% among 360,000. AID 651636; in the data active = inhibition above about 38%;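 note: enzyme fragment complementation signal reports receptor beta-arrestin coupling in cells; 0% = agonist plus DMSO wells and 100% = wells without agonist; some results beyond the cut were filed as inactive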
Target sequence (P32249 whole entry, looked up, the tested form may be a part): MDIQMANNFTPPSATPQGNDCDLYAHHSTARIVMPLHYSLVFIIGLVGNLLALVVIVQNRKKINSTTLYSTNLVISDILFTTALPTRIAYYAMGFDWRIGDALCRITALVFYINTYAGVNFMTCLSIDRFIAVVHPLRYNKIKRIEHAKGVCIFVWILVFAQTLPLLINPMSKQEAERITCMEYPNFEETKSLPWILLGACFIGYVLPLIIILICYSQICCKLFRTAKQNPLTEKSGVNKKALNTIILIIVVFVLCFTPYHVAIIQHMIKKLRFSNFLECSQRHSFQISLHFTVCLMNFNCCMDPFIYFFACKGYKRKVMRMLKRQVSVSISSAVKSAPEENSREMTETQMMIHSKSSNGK
Mdm2-MdmX inh – disrupts the human Mdm2-MdmX interaction | O15151+Q00987 | SaOS-2 split-luciferase Mdm2/MdmX complementation, luminescence | inhibition, % at 8 µM | hit rate 3% among 330,000 | AID 485346;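 active = inhibition of at least 50% at 8 µM in the primary screen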
Gli-Sufu antag – antagonists of Gli-Sufu signaling; Sufu-KO-LIGHT fibroblasts, Gli luciferase reporter luminescence; inhibition, % at 5 µM; hit rate 0.74% among 340,000;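 active = inhibition above about 55%, limit read from the data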;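 note: 0% = DMSO-treated cells and 100% = wells with medium but no cells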
CCR6 antagonist – antagonists of human CCR6 receptor | P51684 | CHO-K1 CCR6 PathHunter beta-arrestin, luminescence, CCL20-stimulated | inhibition, % at 20 µM | hit rate 0.49% among 340,000 | AID 493098;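 active = compounds whose inhibition of the agonist-driven luminescence signal at 20 µM reaches about 50%, limit read from the data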;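 note: cells stimulated with CCL20 at 14 nM final; plate controls were DMSO with CCL20 for no effect and DMSO without agonist for full effect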
Target sequence (P51684 whole entry, looked up): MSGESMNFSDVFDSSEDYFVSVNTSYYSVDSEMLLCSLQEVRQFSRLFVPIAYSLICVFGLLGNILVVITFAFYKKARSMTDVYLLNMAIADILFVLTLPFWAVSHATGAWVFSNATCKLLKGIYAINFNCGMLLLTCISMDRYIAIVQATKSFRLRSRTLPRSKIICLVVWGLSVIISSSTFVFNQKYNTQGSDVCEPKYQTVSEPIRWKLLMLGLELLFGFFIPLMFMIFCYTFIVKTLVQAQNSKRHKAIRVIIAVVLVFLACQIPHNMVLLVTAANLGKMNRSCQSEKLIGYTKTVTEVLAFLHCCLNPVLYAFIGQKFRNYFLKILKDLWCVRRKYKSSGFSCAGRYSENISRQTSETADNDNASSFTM
CXCR6 inh – blocks human CXCR6 beta-arrestin recruitment | O00574 | CHO-K1 PathHunter CXCR6 beta-arrestin, luminescence | inhibition, % at 20 µM | hit rate 0.36% among 360,000; in the data active = inhibition above about 34%, passing the limit was not always enough;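 note: antagonist mode with CXCL16 agonist at 10 nM final; 0% = 10 nM CXCL16 with DMSO and 100% = unstimulated wells without agonist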
Target sequence (O00574 whole entry, looked up): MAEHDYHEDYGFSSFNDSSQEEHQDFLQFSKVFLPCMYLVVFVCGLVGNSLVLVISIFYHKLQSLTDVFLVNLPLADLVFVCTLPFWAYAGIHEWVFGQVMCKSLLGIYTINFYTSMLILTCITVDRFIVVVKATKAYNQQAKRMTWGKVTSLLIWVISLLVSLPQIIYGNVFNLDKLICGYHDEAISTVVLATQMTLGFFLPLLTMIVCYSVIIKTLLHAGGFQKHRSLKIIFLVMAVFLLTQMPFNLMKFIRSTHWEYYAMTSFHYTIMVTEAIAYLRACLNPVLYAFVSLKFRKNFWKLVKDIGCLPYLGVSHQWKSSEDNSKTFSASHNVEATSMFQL
697 NFkB inh – lowers PMA/ionomycin-induced NF-kB signal in 697 B cells; 697 B-cell NF-kB luciferase reporter, 16 h; inhibition, % at 4 µM; hit rate 0.33% among 330,000; in the data active = inhibition above about 35%
CHOP UPR activ – activators of apoptotic arm of unfolded protein response (CHOP); hit rate 0.34% among 330,000; CHO-CHOP luciferase reporter, UPR activation, luminescence; percent of tunicamycin response over DMSO baseline; activation, % at 10 µM;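 active = at 10 µM dose, activation of 40% or more, normalized to positive control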;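 note: 100% = tunicamycin at 10 µg/mL and 0% = DMSO alone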
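assay system = CHO CHOP reporter cells | amount = 500 CHO-CHOP cells per well | buffer or medium = F12 with 10% FBS | incubation = 16-18 h cell attachment, then 6 h compound exposure, 37 °C | detection = luminescence read with Steady-Glo | read-out = percent activation relative to tunicamycin control | controls = tunicamycin high control, DMSO low control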
* marks the source's active call; other numbers are inactive results; . = not tested or not shown. Outcome played no part in choosing rows; 5% or so of the library scored in one or more.

SMILES	XBP1 UPR activ	Jurkat NFkB inh	EBI2 block	Mdm2-MdmX inh	Gli-Sufu antag	CCR6 antagonist	CXCR6 inh	697 NFkB inh	CHOP UPR activ
C=CCn1c(=O)c(C(=O)NCCN(CC)CC)c(O)c2ccccc21	-1	-9	-9	6	4	20	9	-16	1.2
O=C(COC(=O)c1cc(S(=O)(=O)NCc2ccccc2)ccc1O)c1cc2ccccc2o1	1	8	14	-5	-2	39	36	-7	-0.8
CCOC(=O)N1CCN(C(=O)Nc2ccc(Cl)cc2Cl)CC1	2	6	-1	-9	-2	-2	2	-1	-1.2
O=C(C1=C[C@H](c2csc3ccccc23)C[C@H](OCc2ccc(CO)cc2)O1)N1CCN(Cc2ccc3c(c2)OCO3)CC1	0	15	51*	28	14	11	7	-28	5.0
Cc1cc(C(=O)NCCC2=CCCCC2)no1	4	-31	-11	-8	-5	-4	-2	-33	2.9
COCCn1nnnc1C(CC(C)C)N1CCN(c2cccc(OC)c2)CC1 (configuration not stated)	.	.	0	.	5	-3	3	.	.
COc1cccc(CC(=O)Nc2nc(C)cs2)c1	-2	-13	-1	-20	-10	1	-4	-9	4.0
COc1cc(/C=N/NC(=O)c2cccc([N+](=O)[O-])c2)ccc1OCc1ccccc1	5	-59	30	-1	-12	17	1	-5	3.6
COC(=O)C1=C(CSCc2ccccc2)NC(=O)NC1c1cc(C)ccc1C (configuration not stated)	-1	-7	-3	4	0	0	0	0	-1.0
COc1ccccc1NC(=O)CCCc1nnc2n(C)c(=O)c3sccc3n12	-8	14	-14	15	-11	9	4	12	-0.5
CCOC(=O)c1ccc(NC(=S)Nc2ccccc2)cc1	-1	-7	-4	-14	-6	15	4	-21	4.0
CCCC(C(=O)Nc1cc(S(=O)(=O)N2CCOCC2)ccc1OC)c1ccccc1 (configuration not stated)	-2	-2	2	14	16	8	0	14	0.9
CCOC(=O)CN1C(=O)N[C@@H](c2ccccc2)C(C(C)=O)=C1C	6	2	-4	-3	-1	5	7	6	0.0
CCn1c(C)nc2cc(C(=O)OCCC(F)(F)F)ccc21	1	-35	-12	20	2	-8	2	-6	0.0
Cc1ccc2c(C(=O)CN3CCCCC3CCO)c(C)[nH]c2c1 (configuration not stated)	0	-14	-15	3	6	-14	7	2	-0.2
CN(C)c1ccc(C(=O)C(O)c2ccc(C(C)(C)C)cc2)cc1 (configuration not stated)	-6	15	-2	19	11	9	6	-14	-1.2
COc1ccc(N(CC(=O)NC2CCCCC2)S(=O)(=O)c2cccnc2)cc1	-1	-8	0	19	3	-1	-2	14	0.0
CC(COS(N)(=O)=O)Cc1ccc(C(F)(F)F)cc1 (configuration not stated)	3	6	-3	-4	-11	-2	-7	-16	0.1
Cc1ccc(C2=NN(C3=NN=C(N)Cc4ncnn43)C(O)(C(F)(F)F)C2)cc1 (configuration not stated)	-1	13	-8	17	-5	-19	-1	16	-1.9
C=CCn1c(C)cc(C(=O)COC(=O)c2ccc3c(c2)NC(=O)CS3)c1C	0	-4	9	-3	0	-3	-6	5	2.0
Cc1ccc(OCCNC(=O)C(C)SCC(=O)Nc2ccc(F)cc2)cc1 (configuration not stated)	2	-4	6	4	-3	14	4	7	-1.3
CC(C)Oc1snc(Cl)c1C(N)=O	0	20	-3	2	-5	1	-3	10	1.6
CN1C(=S)SC(N2OC3C(=O)N(c4ccccc4)C(=O)C3C2c2ccc(Cl)cc2)C1(C)C (configuration not stated)	0	0	-9	7	-2	7	-3	-14	0.7
O=C(Nc1ccc(N2CCOCC2)cc1N1CCOCC1)c1ccc(Br)cc1	-5	-5	0	23	12	21	9	13	-1.1
CC(C)N(C(=O)C[n+]1ccsc1N)c1ccccc1	-3	14	0	-10	2	-3	1	14	0.7

2 compounds drawn at random from the list so far, as already listed:
SMILES	XBP1 UPR activ	Jurkat NFkB inh	EBI2 block	Mdm2-MdmX inh	Gli-Sufu antag	CCR6 antagonist	CXCR6 inh	697 NFkB inh	CHOP UPR activ
COC(=O)C1=C(CSCc2ccccc2)NC(=O)NC1c1cc(C)ccc1C (configuration not stated)	-1	-7	-3	4	0	0	0	0	-1.0
CC(COS(N)(=O)=O)Cc1ccc(C(F)(F)F)cc1 (configuration not stated)	3	6	-3	-4	-11	-2	-7	-16	0.1

(continued)
SMILES	XBP1 UPR activ	Jurkat NFkB inh	EBI2 block	Mdm2-MdmX inh	Gli-Sufu antag	CCR6 antagonist	CXCR6 inh	697 NFkB inh	CHOP UPR activ
CC(=O)N1N=C(c2ccccc2)OC1c1ccc([N+](=O)[O-])s1 (configuration not stated)	9	-2	-10	5	-5	-4	-14	-4	3.2
CC(=O)c1ccc2c(c1)CC1(C2)Cc2cc3c(cc2C1)C(=O)CC3 (configuration not stated)	.	.	-2	.	8	17	-12	.	.
CC(C)Oc1ccc(CNC2CCOC(C)(C)C2)cc1 (configuration not stated)	2	-8	-1	3	2	9	9	4	-0.3
O=C(CSc1ncnc2nc[nH]c12)c1ccccc1	0	-45	-5	-45	-31	1	10	-69	2.4
N=C1C(c2nc3ccccc3s2)=C(O)CN1Cc1ccccc1	3	9	8	30	-55	9	11	-85	4.7
CN(c1ccccc1C(=O)Nc1ccccc1C(=O)NCc1ccco1)S(C)(=O)=O	1	6	1	28	19	32	-4	12	-0.3
CCN(CC)C(=O)[C@H]1C[C@H](CC(=O)NCCCOC)C(=O)N2CCc3c([nH]c4cc(CCC(=O)N(C)C)ccc34)[C@]12C	0	.	-3	-5	-1	4	-11	11	2.8
CCOC(=O)CCCCC(=O)c1[nH]c(=O)[nH]c1Cn1ccnc1	-3	-2	2	2	-3	-1	-3	12	-1.2
Cc1cc(=O)n2nc(N3CCCC3C(=O)NCCCN3CC(C)CC(C)C3)sc2n1 (configuration not stated)	-1	5	-7	5	0	4	0	-6	1.5
CCc1ccc(OCc2nnc(SCC(=O)NC3CCCCC3)o2)cc1	3	-12	11	-34	-6	14	9	-4	3.0
Cc1ccc(C(=O)OCC(=O)N2CC(C)CC(C)C2)cc1S(=O)(=O)N1CCCCC1 (configuration not stated)	-1	-3	3	14	0	11	-6	-6	0.3
CN(C)CC(C)(C)CNC(=O)c1cc(=O)c2ccccc2o1	-2	-7	3	-2	7	-18	4	11	-4.0
Cc1nnsc1C(=O)N/N=C/c1ccc2ccccc2c1O	2	43	29	63*	86*	40	4	-18	-0.9
Cc1cc(=S)cc(C)n1CCCO	0	40	-8	-13	-3	6	-2	-61	0.1
CC(=O)c1ccc(NC(=O)C(C)OC(=O)c2ccc3c(c2)nc(C)n3-c2ccccc2)cc1 (configuration not stated)	-1	-15	1	-8	-15	14	-12	-23	3.1
C=Cn1cc[n+](CC(=O)c2ccc(Cl)cc2)c1	-1	-6	-13	-1	30	-4	-4	9	0.0
O=C(COc1ccc(N2CC(C(=O)O)CC2=O)cc1)Nc1cccc(C(F)(F)F)c1 (configuration not stated)	0	7	-24	-8	10	4	5	8	-1.0
NS(=O)(=O)c1ccc(CCNc2nc(CN3CCCCC3)nc3sc4c(c23)CCC4)cc1	-1	-20	-1	6	12	2	7	3	-0.2
CCN(CC(=O)Nc1cc(Cl)ccc1C)C(=O)C1CC1	-2	5	-11	10	-5	4	3	12	-0.5
CC1=CCC[C@H]2[C@H](C1)C(=O)C[C@@H](C)[C@]2(C)CC/C(=C/CO)CO	9	2	12	14	4	28	1	-3	-0.3
Cc1ccc(OC(=O)c2ccccc2)cc1C	.	.	3	.	9	2	1	.	.
O=C(CSCc1ccc(Cl)cc1)Nc1ccc(O)cc1C(=O)O	0	4	6	-15	23	6	8	-10	-0.1
N#Cc1nc(-c2ccccc2)oc1NCC1CCCO1 (configuration not stated)	0	2	-4	22	2	0	0	0	1.2
O=C(Cc1ccccc1)Nn1c(-c2ccccc2F)nc2ccccc2c1=O	-3	6	6	8	4	-2	-12	1	-1.9
O=S(=O)(c1ccccc1)N1CCN=C1SCc1cccc(Cl)c1	1	-2	4	21	8	23	2	-3	-2.0
(listing goes on)
SMILES	XBP1 UPR activ	Jurkat NFkB inh	EBI2 block	Mdm2-MdmX inh	Gli-Sufu antag	CCR6 antagonist	CXCR6 inh	697 NFkB inh	CHOP UPR activ
CN1c2ccsc2C(O)=C(C(=S)Nc2ccc(F)c(Cl)c2)S1(=O)=O	0	4	5	-3	-6	6	3	15	-1.3
CC(=O)c1c(C)[nH]c(C(=O)Nc2cccc(S(=O)(=O)N(C)c3ccccc3)c2)c1C	-1	10	-4	39	23	-18	-10	-7	0.1
CC(C)Cn1c(SCC(=O)c2ccc(Cl)s2)nnc1-c1ccco1	1	5	0	10	6	20	3	-13	-1.4
CCCCN(C)CCCNC(=O)CS(=O)Cc1nc(-c2ccc(OC)c(OC)c2)oc1C (configuration not stated)	3	1	5	13	4	-11	-6	10	-3.5
O=C(Nc1cccc(Cl)c1)N(Cc1nc2ccccc2c(=O)[nH]1)Cc1cccs1	1	1	1	29	4	7	1	11	0.9
COc1ccccc1Nc1nn2c(=O)c3ccc(C(=O)NCc4cccnc4)cc3nc2s1	-2	6	1	21	.	.	8	12	1.6
COc1ccc(Nc2nccc(-c3ccc(C#N)cc3)n2)cc1	0	-4	4	26	-2	4	-4	15	-1.1
Cc1ccccc1-c1nnc(SCCC(=O)N2CCOCC2)o1	3	-1	-18	-4	-6	-18	1	7	3.4
COc1ccc(S(=O)(=O)NC2(C(F)(F)F)NC(=O)N(CCc3ccc(OC)c(OC)c3)C2=O)cc1 (configuration not stated)	0	2	-5	13	-17	-2	-17	12	0.6
Cn1c(C(=O)NCC2CCCO2)cc2c(=O)[nH]c3ccccc3c21 (configuration not stated)	2	6	-11	-7	-42	7	-2	-10	1.7
COc1ccccc1NC(=O)c1sc2ncn(Cc3ccc(C)cc3)c(=O)c2c1C	0	-1	10	55*	-4	7	8	3	-1.2
COC(=O)/C(=C\Nc1ccc(Cl)cc1Cl)NC(=O)c1ccc(OC)cc1	0	66*	13	52*	-5	6	0	-2	1.9
COc1cccc2sc3ccc(NCc4ccc5c(c4)OCO5)cc3c(=O)c12	2	-9	-12	9	-7	2	-25	7	1.5
COc1cc(-c2nc3n(c(=O)c2C#N)CCS3)cc(OC)c1OC	-2	7	-12	20	4	3	-9	10	-0.2
O=C(c1cccs1)N1CCC(c2nc(-c3ccc(S(=O)(=O)N4CCOCC4)cc3)no2)CC1	0	17	4	19	5	9	-12	-3	1.4
CCN(c1ccccc1)c1ncnc2c1cnn2-c1ccccc1	3	-50	-6	-17	-40	-2	4	-75	3.9
CN(C)C(CNc1nnnn1-c1ccccc1)c1ccco1 (configuration not stated)	0	6	-13	9	2	11	4	-10	1.8
C(=C\c1ccccc1)/CSc1nnc(-c2ccccc2)n1Cc1ccco1	3	60*	22	36	8	22	-1	-41	-1.1
O=C(CSc1ncc(-c2ccccc2)n1C1CCCC1)N1CCc2ccccc21	1	-3	25	29	6	24	9	3	1.3

One compound at a time (already shown).
COc1ccc(Nc2nccc(-c3ccc(C#N)cc3)n2)cc1 reads XBP1 UPR activ = 0; Jurkat NFkB inh = -4; EBI2 block = 4; Mdm2-MdmX inh = 26; Gli-Sufu antag = -2; CCR6 antagonist = 4; CXCR6 inh = -4; 697 NFkB inh = 15; CHOP UPR activ = -1.1
CCOC(=O)CCCCC(=O)c1[nH]c(=O)[nH]c1Cn1ccnc1 reads XBP1 UPR activ = -3; Jurkat NFkB inh = -2; EBI2 block = 2; Mdm2-MdmX inh = 2; Gli-Sufu antag = -3; CCR6 antagonist = -1; CXCR6 inh = -3; 697 NFkB inh = 12; CHOP UPR activ = -1.2
